High-throughput results (PubChem BioAssay)
ERp5 block: inhibitors of human ERp5. ERp5 insulin aggregation, absorbance 650 nm, 90 min. AID 651711. 350,000 tested, 0.05% active. inhibition, % at 9.99 µM. Q15084;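 active = mean replicate inhibition above about 25%, with every replicate also reaching it, limit read from the data, passing the limit was not always enough; inconclusive = only one of those two criteria met; inactive = neither criterion met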
Target sequence (Q15084 whole entry, looked up): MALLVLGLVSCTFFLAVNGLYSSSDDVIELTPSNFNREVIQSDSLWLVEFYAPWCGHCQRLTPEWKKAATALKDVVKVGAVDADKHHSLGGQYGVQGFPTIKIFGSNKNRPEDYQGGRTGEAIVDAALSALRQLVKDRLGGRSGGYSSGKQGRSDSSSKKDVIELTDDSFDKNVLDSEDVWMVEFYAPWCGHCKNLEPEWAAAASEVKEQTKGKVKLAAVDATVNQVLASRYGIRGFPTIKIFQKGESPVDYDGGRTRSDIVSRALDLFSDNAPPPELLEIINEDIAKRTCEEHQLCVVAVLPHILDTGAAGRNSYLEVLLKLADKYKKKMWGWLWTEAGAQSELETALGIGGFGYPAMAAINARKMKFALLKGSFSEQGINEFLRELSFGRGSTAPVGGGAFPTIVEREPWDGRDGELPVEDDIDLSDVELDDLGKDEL
XiGFP reactiv: reactivates the inactive X chromosome in mouse fibroblasts. XiGFP mouse fibroblasts, % GFP-positive cells imaging, 3 d; cells co-treated with 5-aza-dC sensitizer; scaled so ellipticine positive control = 100%. activation, % at 7.58 µM. 360,000 tested, 0.055% active. AID 743238;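 active = mean normalized replicate activation at least 10% and every replicate at or above 10%; inconclusive = only one of the two criteria met; inactive = mean below 10% and not all replicates reach 10%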;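 note: 0% = median of on-plate neutral control wells and 100% = ellipticine 6 µM median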
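material = 68-5-11 XiGFP fibroblast line | medium = DMEM plus 5-aza-dC sensitizer | schedule = 3 days compound exposure | benchmarks = positive control ellipticine, 6 µM final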
EWS-Fli block: inhibitors of EWS/Fli oncoprotein transcriptional activity; A673 NR0B1-luciferase reporter, viability-normalised; inhibition, % at 12.6 µM; 350,000 tested, 0.67% active;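 active = mean inhibition of at least 50% after viability correction, with every replicate also passing that limit; inconclusive = mean reaches 50% but only one of two replicates passes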;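 note: firefly luciferase signal divided by Alamar Blue viability fluorescence both relative to DMSO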
ARNT-TACC3 inh: disruptors of human ARNT/TACC3 interaction. Q9Y6A5. AlphaScreen His-ARNT PAS-B/GST-TACC3 binding, luminescence; TACC3 fragment carries E629A point mutation. inhibition, % at 9.99 µM. 390,000 tested, 0.66% active. AID 623870;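 active = mean inhibition of replicates at least 50% and at least half of replicates each reaching 50%; inconclusive = half or more replicates reach 50% but mean below 50%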;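 note: 0% = complete ARNT plus TACC3 wells and 100% = ARNT alone without TACC3; many hits fall short of the cut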
DENV2 CPE rescue: DENV2-induced cell death inhibition; DENV2-infected cells, cytopathic effect rescue, plate reader; CPE inhibition, % at 9.99 µM; 350,000 tested, 1.7% active; AID 651640; in the data active = CPE inhibition above about 20%, passing the limit was not always enough; inconclusive = no clear call, values can overlap the other calls; tested in BHK-21 cells;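 note: 0% = median of neutral control wells and 100% = median of positive control wells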
F508del corr: CFTR F508del correction in bronchial cells. 350,000 tested, 0.36% active. activity (quench increase), % at 7.58 µM. CFBE cells, YFP halide quenching; stimulated with forskolin plus potentiator P3; % fluorescence drop versus neutral controls;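 active = mean added fluorescence quench of at least 8% versus neutral control, with both replicates also reaching 8%; inconclusive = only one of the mean or replicate conditions met; inactive = mean below 8% and not both replicates reaching 8%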;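 note: cells transiently co-express mutant CFTR-F508del with the halide-sensitive YFP; corrector assay measuring rescue of mutant channel to the surface after 24 h compound exposure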
GSIS activator: primary screen for activators of insulin secretion dependent on glucose, INS-1E cells, GLuc reporter luminescence; INS-1E GLuc reporter insulin secretion, 2-3 h; activation, % at 16.6 µM; 370,000 tested, 0.61% active; AID 743287;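 active = lowest replicate activation of at least 40%, so every replicate reaches that level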;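 note: 0% = median of neutral control wells and 100% = median of IBMX positive control wells; some compounds called inactive have numbers as strong as hits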
PAX8 reporter: lowers PAX8-driven luciferase in RMG-I cells. RMG-I TPO-luciferase reporter, SteadyGlo, 24 h. inhibition, % at 12.6 µM. 360,000 tested, 1.2% active. AID 652154;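 active = mean replicate inhibition at least 60% with every replicate also reaching 60%; inconclusive = only one of the two criteria is met; inactive = mean below 60% and not all replicates reaching 60%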;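 note: luciferase light reporting Pax8 driven TPO promoter activity; plate controls were median of neutral control wells for no effect and mitoxantrone controls for full effect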
* = called active by the depositor; ? = inconclusive; . = no result given; & = joins results of further samples.

SMILES | ERp5 block | XiGFP reactiv | EWS-Fli block | ARNT-TACC3 inh | DENV2 CPE rescue | F508del corr | GSIS activator | PAX8 reporter
O=C(COC(=O)C1CCN(c2ccc(C(F)(F)F)cn2)CC1)Nc1ccc(Cl)cc1 | -3 | 0.3 | -1 | -1 | -7 | -2.1 | -7 | -35
CN1C(=O)c2cc(NC(=O)NC3CCCC3)ccc2OC[C@H]2O[C@@H](CC(=O)O)CC[C@H]21 | 0 | 0.0 | -14 | -2 | 14 | -0.8 | -3 | 16
CO[C@H]1CN(C)C(=O)c2ccc(NC(=O)C3CC3)cc2OC[C@H](C)N(Cc2cc(F)ccc2F)C[C@H]1C | -6 | 0.3 | 2 | 28 | -2 | 1.8 | -16 | .
O=C(c1ccco1)N1CCN=C1SCc1ccc(F)cc1 | -5 | 0.2 | 0 | . | ? | 1.6 | 4 | -2
COc1ccc(OC)c2c(C)c(C)[nH]c12 | 0 | -0.1 | 7 | 1 | 13 | -0.3 | -18 | -76
C=C(C)COc1ccc2c(c1)CCC1C2CCC2(C)C(=O)C(=NO)CC12 (stereo not drawn) | 2 | 0.2 | -2 | 22 | 7 | 3.2 | 0 | 7
CN1CCC(NC(=S)NC2CC2)CC1 | 2 | -0.1 | -5 | 1 | 3 | -2.8 | -3 | 11
CC(C)n1c(SCC(=O)NC2CCCCC2)nnc1-c1ccco1 | -3 | 0.1 | 1 | -3 | -6 | -1.4 | 12 | -8
CN(C(=O)c1ccnn1C)C1CCCN(Cc2ccccc2F)C1 (stereo not drawn) | 1 | -0.1 | . | 1 | 5 | 1.1 | 4 | -6
COCCNS(=O)(=O)c1ccc2c(c1)n(C)c(=O)n2C | 3 | . | 0 | -5 | 4 | -1.8 | 2 | .
CCCCN1C(=O)C(=O)NC[C@@H]1C(C)CC (stereo partly drawn) | -3 | 0.2 | -5 | 6 | 2 | -5.7 | 15 | -19
O=C(N[C@H]1CC[C@H](CCNS(=O)(=O)c2ccc(Cl)cc2)O[C@@H]1CO)c1cccnc1 | 0 | 0.5 | 2 | 0 | 11 | 0.9 | 18 | -4
O=C(C[C@H]1CC[C@@H](NS(=O)(=O)c2ccccc2)[C@H](CO)O1)NCc1ccc(Cl)c(Cl)c1 | -4 | 0.6 | 2 | . | -5 | -2.5 | -20 | 36
O=C(CCN1C(=O)C2CCCCC2C1=O)N1CCN(S(=O)(=O)c2cccc(F)c2)CC1 (stereo not drawn) | 0 | 0.0 | -4 | -2 | -6 | 1.8 | -4 | 3
Cc1cc(NC(=O)CSc2nc(=O)n(CCN(C)C)c3c2CCCC3)no1 | 1 | 0.0 | -6 | -2 | 12 | -0.1 | 2 | 15
CCN(CC)CC(=O)Nc1c(C#N)cnn1-c1ccccc1 | 1 | 0.0 | 0 | 1 | 2 | -2.0 | . | -5
CCNC(=O)C[C@H]1CC[C@H]2[C@@H](COc3ccc(NC(=O)Nc4cccc(C)c4)cc3C(=O)N2C)O1 | 2 | 0.0 | 6 | -11 | 3 | 2.5 | 16 | 9
FC(F)(F)c1ccccc1CNCc1ccncc1 | 5 | 0.1 | 5 | -3 | 6 | 0.1 | 2 | -7
C[C@H](CO)N1C[C@H](C)[C@H](CN(C)S(=O)(=O)c2cccs2)Oc2ccc(NC(=O)Nc3ccc4c(c3)OCO4)cc2CC1=O | 0 | 0.0&-0.1 | 17&27 | 4 | -3&-9 | 2.0&0.7 | -43&-28 | 34
O=C(/C=C/c1ccc(S(=O)(=O)N2CCOCC2)cc1)NC(=S)Nc1ccc(N2CCOCC2)cc1 | 0 | 0.1 | -2 | 1 | -14 | . | 4 | 32
C[C@@H]1CN([C@@H](C)CO)C(=O)c2cc(C#CC3(O)CCCC3)cnc2O[C@@H]1CN(C)Cc1ccccn1 | -2 | -2.0 | -9 | 1 | -2 | 1.2 | 19 | -6
O=C1CSC(c2ccc([N+](=O)[O-])cc2)N1Cc1ccccc1 (stereo not drawn) | 0 | 0.1 | 5 | 3 | -5 | 0.9 | 5 | -15
COc1cc(CCCN2CCNC[C@@H]2Cc2ccccc2)cc(OC)c1OC | -4 | 0.0 | -1 | -6 | . | -2.4 | . | -3
CC(=O)N1[C@H](C(=O)NCc2ccc(F)cc2)[C@@H](CO)[C@@H]2Cn3c(cccc3=O)[C@@H]21 | -6 | 0.1 | -4 | -1 | -9 | 3.2 | 2 | -16
CCNC(=S)N(CCc1c(C)[nH]c2ccc(C)cc12)Cc1cccs1 | 1 | 0.2 | 6 | 2 | 1 | 7.4 | -23 | 5
COC(=O)c1ccc(C23CC4(C2)[C@H](CN(Cc2ccc(-c5ccccc5)cc2)[C@@H]4c2ccccc2)C3c2ccccc2)cc1 (stereo partly drawn) | 1 | 0.0 | 1 | -3 | 1 | 3.6 | 8 | -15
CCC(=O)N[C@@H]1C=C[C@H](CC(=O)OC)O[C@@H]1CO | -1 | 0.1 | -4 | -13 | -1 | 0.0 | 3 | 2
CCc1nc(SCC(=O)Nc2ccc(N(C)C)cc2)n[nH]1 | -2 | -0.1 | 5 | -1 | 2 | -0.9 | 2 | -28
Oc1ccccc1-c1nnc(COc2ccccc2)o1 | 8 | 0.3 | -57 | . | -1 | -3.2 | 13 | -39
CCNC(=O)C[C@H]1C=C[C@H](NS(=O)(=O)c2ccc(C)cc2)[C@H](CO)O1 | 6 | -0.2 | -10 | -9 | -5 | 0.0 | -5 | 1
CCN(CC)CCn1c2c(c(SCC(=O)Nc3ccccc3Cl)nc1=O)CCC2 | 7 | 0.1 | -8 | 7 | -3 | -2.4 | 9 | 4
C/C(=N\NC(=O)c1ccncc1)c1cccc(NC(=O)c2ccc(C(C)(C)C)cc2)c1 | -12 | 0.0 | -37 | -4 | -7 | -2.0 | -21 | -162
CSc1cccc(NC(=O)OC2CCCCCCCCCCC2)c1 | -1 | 0.0 | 3 | -3 | -4 | 0.5 | -1 | 3
CCN(CC(=O)Nc1c(F)cccc1F)C(=O)CSc1ccccc1 | 6 | 0.0 | -2 | -2 | 1 | -1.6 | 2 | 2
COc1ccc(S(=O)(=O)N(C)C[C@H]2OCCCC[C@@H](C)Oc3ccc(NS(=O)(=O)c4cn(C)cn4)cc3C(=O)N([C@@H](C)CO)C[C@@H]2C)cc1 | -1 | 0.0 | . | 3 | -2 | 1.3 | -20 | 3
C/C=C/c1ccc(C2[C@@H]3CN(Cc4cccc(OC)c4)C[C@H]2N3)cc1 (stereo partly drawn) | . | 0.0 | -9 | . | 8 | -1.7 | -18 | 5
COc1ccc(N2CCN(C(=O)Nc3ccccc3C)CC2)cc1 | 1 | 0.3 | -12 | . | . | -2.0 | -1 | -5
Cn1cc(/C=N/NC(N)=S)c2ccccc21 | 11 | 0.2 | -9 | 5 | 3 | -0.1 | 9 | -19
C[C@@H]1CN([C@H](C)CO)C(=O)c2cc(-c3cccnc3)cnc2O[C@@H]1CN(C)C(=O)Nc1ccc(C(F)(F)F)cc1 | 1 | 0.0 | -7 | -7 | 3 | -1.1 | -4 | .
O=C(Nc1ccc(NC(=O)c2ccc([N+](=O)[O-])cc2[N+](=O)[O-])cc1)c1ccco1 | -1 | 0.1 | -5 | 0 | 0 | -2.5 | 7 | 1
CCOc1ccccc1NS(=O)(=O)c1ccc2[nH]c(=O)ccc2c1 | 4 | 0.0 | 8 | -2 | 0 | -4.4 | 32 | -4
C=CCNc1nnnc2c1sc1nc(N3CCOCC3)c3c(c12)CCCC3 | 0 | 0.0 | 6 | 10 | 2 | -0.9 | 25 | -53
O=C(NCCc1ccc(F)cc1)N[C@@H](Cc1ccccc1)C(=O)O | 7 | 0.0 | 3 | 3 | ? | -3.4 | 10 | 7
CCCCN(C)C(=O)c1nc2ccccn2c1CN1CCC[C@H]1C(=O)OC | -6 | 0.0 | 7 | . | 0 | -4.3 | 1 | -9
COc1cccc(-c2nnc(SCC(=O)NC3CCS(=O)(=O)C3)n2C)c1 (stereo not drawn) | 4 | 0.0 | -1 | . | -6 | 21* | 3 | 1
CCOC(=O)c1c(O)c2cc(Cl)ccc2n(CC)c1=O | 0 | 0.1 | 15 | . | -3 | 0.2 | 5 | 0
COc1ccccc1CNC(=O)CN1CCC(n2cnc3cc(F)ccc32)CC1 | 1 | 0.2 | 5 | -4 | -1 | 0.1 | 16 | 11
Cc1nn(C2CCCO2)c(=O)nc1N (stereo not drawn) | -2 | 0.0 | -1 | . | 1 | 0.7 | 9 | -7
O=c1cc(N2CCCCC2)c(-c2ccccc2)nn1Cc1ccc(F)cc1 | -8 | 0.0 | -5 | 3 | 5 | 0.1 | -26 | 6
CC1CCCC(NC(=O)c2ccc(CNc3c(N4CCCC4)c(=O)c3=O)cc2)C1C (stereo not drawn) | 1 | 0.4 | 2 | -2 | -14 | 0.2 | . | -20
C[C@@H]1CN([C@@H](C)CO)C(=O)c2cc(NC(=O)CCCN(C)C)ccc2O[C@H]1CN(C)C | -1 | 0.0 | 2 | 3 | 6 | 0.3 | 13 | -13
COc1cc(NC(=S)NCc2cccnc2)c(OC)cc1Cl | -8 | 0.1 | 17 | . | 0 | . | 8 | 7
CCc1nc2ccc(C(=O)N3CCN(c4ccccc4)CC3)cn2c1N(CCC(C)C)CCN(C)C | 2 | -0.2 | 5 | . | 4 | -0.4 | -37 | 16
COc1cccc(C(=O)Nc2ccc3c(c2)C(=O)N(C)[C@@H]2CC[C@@H](CC(=O)NCc4ccc(F)cc4)O[C@@H]2CO3)c1 | . | 0.1 | 8 | 21 | 8 | 3.2 | -22 | 24

Structural class: those above with a COOH group.
SMILES | ERp5 block | XiGFP reactiv | EWS-Fli block | ARNT-TACC3 inh | DENV2 CPE rescue | F508del corr | GSIS activator | PAX8 reporter
CN1C(=O)c2cc(NC(=O)NC3CCCC3)ccc2OC[C@H]2O[C@@H](CC(=O)O)CC[C@H]21 | 0 | 0.0 | -14 | -2 | 14 | -0.8 | -3 | 16
O=C(NCCc1ccc(F)cc1)N[C@@H](Cc1ccccc1)C(=O)O | 7 | 0.0 | 3 | 3 | ? | -3.4 | 10 | 7

Entries shown so far with a Cl atom, in the order listed:
SMILES | ERp5 block | XiGFP reactiv | EWS-Fli block | ARNT-TACC3 inh | DENV2 CPE rescue | F508del corr | GSIS activator | PAX8 reporter
O=C(COC(=O)C1CCN(c2ccc(C(F)(F)F)cn2)CC1)Nc1ccc(Cl)cc1 | -3 | 0.3 | -1 | -1 | -7 | -2.1 | -7 | -35
O=C(N[C@H]1CC[C@H](CCNS(=O)(=O)c2ccc(Cl)cc2)O[C@@H]1CO)c1cccnc1 | 0 | 0.5 | 2 | 0 | 11 | 0.9 | 18 | -4
O=C(C[C@H]1CC[C@@H](NS(=O)(=O)c2ccccc2)[C@H](CO)O1)NCc1ccc(Cl)c(Cl)c1 | -4 | 0.6 | 2 | . | -5 | -2.5 | -20 | 36
CCN(CC)CCn1c2c(c(SCC(=O)Nc3ccccc3Cl)nc1=O)CCC2 | 7 | 0.1 | -8 | 7 | -3 | -2.4 | 9 | 4
CCOC(=O)c1c(O)c2cc(Cl)ccc2n(CC)c1=O | 0 | 0.1 | 15 | . | -3 | 0.2 | 5 | 0
COc1cc(NC(=S)NCc2cccnc2)c(OC)cc1Cl | -8 | 0.1 | 17 | . | 0 | . | 8 | 7
